High-throughput results from PubChem BioAssay.
PMI inhibitors = inhibitors of human PMI, primary screen, biochemical, fluorescence intensity, coupled assay (AID 1209) | inhibition, % at 20 µM, or IC50 in µM where a hit was titrated | purified PMI enzyme, coupled fluorescence intensity; higher % means a stronger effect | 190,000 tested, 0.42% active | Mannose-6-phosphate isomerase (Homo sapiens); in the data active means inhibition above about 50%;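 further: plate controls were DMSO vehicle for no effect and wells lacking substrate for full effect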
Dynein transport = inhibitors of GR-EGFP nuclear translocation, primary screen, dynein cargo transport inhibitor project, imaging, high-content, 3617.4 mouse cells; z-score, hits read low; 220,000 tested, 0.47% active; test concentration mostly 20 µM; stimulated with dexamethasone, 1 µM; stronger effect = lower value;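 active means plate z-score of nuclear minus cytoplasmic receptor signal below a set negative limit, without overly bright fluorescence or cell loss, cut at about -3.5 in these data, passing the limit was not always enough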;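 further: z-score of nuclear minus cytoplasmic ring GR-EGFP intensity difference per well; some compounds called inactive have numbers as strong as hits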
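Also added – dexamethasone, 1.0 µM final · Buffer or medium – tet-free, stripped-serum medium · Schedule – induction 48 h, compound 1 h, agonist 30 min · Detection – formaldehyde fixation, Hoechst nuclear stain, 10x automated fluorescence imaging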
Ins promoter up = insulin promoter activators in MIN6 cells, imaging, high-content screening, mouse beta cells | MIN6 insulin promoter-GFP reporter; stronger effect = higher value | z-score at 5 µM | 190,000 tested, 0.3% active | AID 1625, 2009;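 active means z-score above 3 at 5 µM with at least 500 cells counted in the well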
bCat nuc transl = modulators of beta-catenin nuclear translocation, primary screen, imaging, HeLa cells, immunofluorescence, high-content. 190,000 tested, 0.3% active. nuclear translocation activity, % at 5 µM;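 active means nuclear translocation activity above 50% at 5 µM, with a well cell count of 50 or more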;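 further: per-cell ratio of nuclear to cytoplasmic median beta-catenin stain intensity; plate controls were DMSO negative control for no effect and GSK-3 inhibitor IX positive control for full effect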
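Test system: human HeLa cells, endogenous beta-catenin. Times: 24 h compound exposure, 37°C. Measured by: beta-catenin immunofluorescence imaging with DAPI.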
MT stabilize HCS = microtubule stabilizers in HeLa cells, primary screen, imaging, high-content imaging | % tubulin-high responders, % at 10 µM | HeLa tubulin immunostaining HCS, 24 h; share of cells brighter than vehicle mean+2SD | 200,000 tested, 0.83% active;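 active means plate Z-score above 3 for both tubulin-high and condensed-nucleus cell shares, with cell loss under 80%, at 10 µM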;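 further: anti alpha tubulin signal scored within the nucleus-defined area of each cell; some results filed as inactive read as strong as hits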
TNAP activators = human TNAP enzyme activators, primary screen, biochemical, luminescent, no phosphate acceptor, uHTS (AID 1001). 200,000 tested, 0.03% active. activation fold at 20 µM, or EC50 in µM where a hit was titrated. Alkaline phosphatase, tissue-nonspecific isozyme (Homo sapiens). purified TNAP, luminescent activation assay, no phosphate acceptor; higher activation fold means a stronger effect; in the data active means activation fold from about 3, or a potency from the dose series; inactive means the rest, 99 in 100 with activation fold below about 1.6; further: many of its hits are not listed in these tables
Myeloid diff 2 = induction of myeloid progenitor differentiation, primary screen, cell-based, flow cytometry, MLPCN library; ER-HoxA9 myeloid progenitors, lysozyme-GFP differentiation; calls only at 10 µM; 360,000 tested, 1% active;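 active means normalized GFP-positive differentiation at or above the plate's own cutoff, the solvent-only control mean plus 3 SD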;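 further: cells exposed to compound for four days before flow analysis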
Hep lipid drop = inhibitors of hepatocyte lipid droplet formation, primary screen, imaging, high-throughput imaging, BODIPY stain; AML12 mouse hepatocytes, oleate lipid droplets; inhibition, % at 6.5 µM; 240,000 tested, 0.4% active;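 active means lipid droplet intensity inhibited by at least 50%, with more than 500 cells counted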
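Assay system: AML12 hepatocytes (mouse) / Also added: 100 µM oleic acid challenge / Times: overnight treatment with compound plus oleate / Detection: high-content imaging of BODIPY-stained droplets and DAPI nuclei / Evaluation: % inhibition of lipid droplet signal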
T cell HTS = modulators of CD8 T cell-vesicle binding, primary screen, mouse 2C CD8+ T cells, flow cytometry; 2C CD8+ T cell-vesicle binding; stronger effect = lower value; calls only at 7 µM; 330,000 tested, 0.068% active;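 active means response, share of CD8 T cells binding vesicles, and their 90th percentile fluorescence all below set limits, cut at about 80% in these data, passing the limit was not always enough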
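Read-out – percent CD8+ FL2 mean versus row control · System – murine 2C transgenic CD8+ T lymphocytes · Times – 1.5 h cell–vesicle binding at 37 °C, then 20 min icy labelling · Control set – naked vesicles low, QL9 vesicles with vehicle high · Detection – cytometric PE anti-B7-1 and Alexa647 anti-CD8 signals after 1% paraformaldehyde fixation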
Dynein transport cytoplasmic EGFP = further read-out of Dynein transport, marked with its call; z-score; measured here: cytoplasmic GR-EGFP intensity; stronger effect = higher value
Dynein transport nuclear GR-EGFP = further read-out of Dynein transport, marked with its call; z-score; measured here: nuclear GR-EGFP intensity;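 lower value marks the stronger effect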
Dynein transport cell count = second read-out of Dynein transport, no call of its own (marks repeat the call); z-score; measured here: cell count per field
Ins promoter up cell count = second read-out of Ins promoter up, no call of its own (marks repeat the call); cell count; measured here: cytotoxicity, nuclei count;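 total cells summed across four imaged fields per well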
Hep lipid drop cells 6.5 µM = second read-out of Hep lipid drop, no call of its own (marks repeat the call); cell count; measured here: cell count, cytotoxicity flag;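 cells counted across two imaged fields per well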
bCat nuc transl cell count 5 µM = also measured in bCat nuc transl; calls as there; cell count; measured here: cell count, cytotoxicity flag
T cell HTS vesicle-bound % = also measured in T cell HTS; calls as there; double positive events, %; measured here: CD8+ vesicle-bound cell fraction;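 binding gate set so that unloaded-vesicle control wells show 10% double positive cells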
MT stabilize HCS Hoechst-high % = recorded beside MT stabilize HCS, whose call it bears; % Hoechst-high responders; measured here: nuclear condensation Hoechst responders;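 share of cells brighter than vehicle mean plus two SD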
MT stabilize HCS cytotoxicity % = second read-out of MT stabilize HCS, no call of its own (marks repeat the call); toxicity, %; measured here: cytotoxicity by cell density;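 0% = mean cell density of plate MIN control wells and 100% = no cells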
Myeloid diff 2 GFP+ MAC1+ % = recorded beside Myeloid diff 2, whose call it bears; GFP+ MAC1+ double positive, %; measured here: differentiation confirmed by MAC1 staining
Numbers without * were called inactive; i = inactive; nt = not tested or not shown.

Order of values – PMI inhibitors, Dynein transport, Dynein transport cytoplasmic EGFP, Dynein transport nuclear GR-EGFP, Dynein transport cell count, Ins promoter up, Ins promoter up cell count, bCat nuc transl, bCat nuc transl cell count 5 µM, MT stabilize HCS, MT stabilize HCS Hoechst-high %, MT stabilize HCS cytotoxicity %, TNAP activators, Myeloid diff 2, Myeloid diff 2 GFP+ MAC1+ %, Hep lipid drop, Hep lipid drop cells 6.5 µM, T cell HTS, T cell HTS vesicle-bound %
> CCn1c(SCC(=O)Nc2oc(-c3ccccc3)c(-c3ccccc3)c2C#N)nnc1-c1ccncc1
 : 17%, 0.09, -0.23, 0.14, 0.11, nt, nt, 2.6, 1097, 2.1, 1.9, 8.5, 1, i, 1.8, 0, 765, i, 40
> CN(C(=O)C1CCC1C(=O)O)c1nc(-c2ccc(Cl)s2)cs1 (stereo not drawn)
 : nt, 0.24, -0.28, -0.11, 0.78, -0.18, 1392, 7.2, 953, nt, nt, nt, nt, i, 0.7, 6, 745, i, 59
> COCCNC(=O)C1CC2Cn3c(nc4cc(C)c(C)cc43)C2N1C (stereo not drawn)
 : nt, -0.14, -0.83, 0.081, 0.27, 0.08, 1011, 0.0, 1296, nt, nt, nt, nt, i, 1.4, 3, 699, i, 6
> Cn1c(=O)cc(SCC(=O)N2CCCC2)c2ccccc21
 : 9%, -0.22, -0.19, 0.081, 0.011, -0.08, 1231, -0.9, 1038, 2.9, 3.0, 8.5, 1.2, i, 0.7, 1, 733, i, 23
> Cc1ccc(S(=O)(=O)N(C(=O)c2ccncc2)c2ccc(OC(=O)c3ccncc3)c3ccccc23)c(C)c1
 : 0%, -2.5, 0.54, -1.5, 0.38, -0.44, 917, -3.0, 1183, 1.4, 1.3, 7.7, 0.9, i, 0.2, -2, 763, i, 30
> O=C(CSc1nc2ccccc2n1Cc1ccc(Cl)cc1)N/N=C/c1ccc(C(=O)O)cc1
 : -1%, 0.61, -0.3, 0.4, -0.25, 1.1, 1284, 0.2, 1112, 2.2, 1.7, 10, 1.1, i, 0.0, -14, 700, i, 48
> Cc1nnc(SCC(=O)N(C)c2ccccc2)n1Cc1ccccc1
 : 3%, -0.067, -0.22, -0.17, -0.4, -0.15, 1184, 0.1, 1015, 4.9, 1.6, 8.0, 1, i, 0.1, 1, 655, i, 68
> CCCC(=O)c1c(NCCO)cc(C)oc1=O
 : -16%, 2.4, 0.79, 1.2, -1.1, nt, nt, -5.6, 556, 4.1, 2.0, 13, 1, i, 0.3, 2, 779, i, 59
> O=C(CSc1nnc(C2CC2)n1-c1ccccc1)NCCN1C(=O)CSC1=O
 : -10%, -0.9, -0.37, -0.078, 1.7, -0.26, 1356, -1.5, 1093, 3.1, 2.6, 8.4, 1.2, i, 0.7, 1, 634, i, 36
> O=C(Nc1nc2ccc(S(=O)(=O)N3CCCC3)cc2s1)c1cccs1
 : 10%, -0.46, -0.14, -0.24, 2.1, nt, nt, -1.5, 1109, 1.3, 2.0, 4.8, 1, i, 2.1, -30, 679, i, 4
> Cn1ncc([N+](=O)[O-])c1C(=O)N/N=C/c1c[nH]c2ccccc12
 : -2%, -1.2, -0.021, -0.49, 1.3, 0.05, 1361, 1.7, 985, 2.8, 1.8, 3.5, 1.1, i, 0.4, -17, 703, i, 20
> Cc1ccc(S(=O)(=O)N2CCN(C(=O)c3ccccc3)CC2)c(C)c1NS(C)(=O)=O
 : 5%, -0.73, -0.28, 0.051, 0.66, -0.05, 1365, -4.8, 1094, 2.9, 1.7, 4.7, 1.1, i, 0.5, 22, 646, i, 41
> CN1CCCC(OC(=O)COc2ccc(Br)cc2)C1 (stereo not drawn)
 : 13%, -0.86, -0.21, -0.04, -0.65, 0.47, 1405, nt, nt, 2.3, 1.9, 5.7, 1.1, i, 0.5, -6, 715, i, 10
> O=C(N/N=C/C1CC=CCC1)c1ccccc1O (stereo not drawn)
 : 9%, 0.53, -0.31, 0.49, -0.62, 0.55, 1290, -3.9, 1187, 1.7, 2.1, 7.4, 1.1, i, 1.9, 14, 702, i, 23
> O=C1C=C(O)C(n2cncn2)C(c2cc(F)ccc2F)C1 (stereo not drawn)
 : -3%, -0.73, -0.14, 0.27, -0.59, 0.46, 1429, -5.1, 1141, 2.3, 1.2, 0.8, 1.1, i, 0.4, 18, 704, i, 6
> CC(C)C(NC(=S)NCc1ccccc1)C(=O)O (stereo not drawn)
 : -7%, -0.29, -0.27, -0.071, 1, 0.11, 777, -3.0, 1012, 1.9, 1.4, 6.9, 1, i, 0.7, 2, 741, i, 64
> C=CCS(=O)(=O)N1CCC(CCOc2ccccc2)(C(=O)OCC)CC1
 : 18%, -0.0031, -0.25, 0.12, 0.038, 0.53, 1513, 0.0, 985, 4.1, 1.2, 9.1, 1.1, i, 0.4, 0, 707, i, 24
> CN1CCN(CCCNC(=O)c2ccc(/C=C3\Sc4ccccc4N(Cc4ccccc4F)C3=O)cc2)CC1
 : 1%, -0.91, -0.021, -0.35, 0.63, nt, nt, -0.5, 1054, 1.8, 2.4, 12, 1, i, 0.7, -32, 686, nt, nt
> O=c1c2c3c(sc2ncn1-n1cccc1)CCCCC3
 : 4%, 1.6, 0.16, 0.57, -0.91, nt, nt, nt, nt, 5.6, 2.3, 2.4, 1.1, i, 0.6, -3, 789, i, 23
> O=C(O)c1cccc(N/C(=N\S(=O)(=O)c2ccccc2)c2ccccc2)c1
 : -17%, 2.4, -0.26, 1.5, -1.6, -0.71, 1182, -4.8, 1065, 3.7, 2.5, 11, 1.1, i, 0.3, -2, 676, i, 8
> O=C(Cc1n[nH]c(=O)[nH]c1=O)N/N=C/c1ccccc1O
 : -13%, 0.14, -0.23, 0.44, 1.1, -0.52, 1397, -1.0, 930, 2.6, 2.6, 8.0, 1.1, i, 0.3, nt, nt, i, 47
> O=C(O/N=C/c1ccc2c(c1)OCO2)c1ccccc1Cl
 : 8%, 0.83, -0.2, -0.37, -0.66, nt, nt, nt, nt, 1.6, 2.2, 10, 1.1, nt, nt, nt, nt, i, 34
> O=C(CSc1nncn1-c1ccccc1)Nc1cc(Cl)cc(Cl)c1
 : 9%, 0.24, -0.21, 0.6, 0.16, 1.2, 1008, -0.3, 1077, 1.6, 1.5, 4.7, 1, i, 4.9, -13, 776, i, 30
> O=C(Nn1cnnc1)c1cc(-c2ccccn2)nc2ccccc12
 : 12%, 0.5, -0.23, 0.69, 0.35, 0.42, 1197, -8.0, 1228, 2.6, 2.3, 16, 1.1, i, 1.3, -3, 690, i, 38
> CSc1ccc(Cl)c(C(=O)OCC(=O)NCC(C)C)c1
 : 0%, 0.32, -0.24, 0.6, -0.72, 0.84, 920, -1.8, 1185, 1.2, 1.1, 4.2, 1, i, 1.5, 1, 753, i, 35
> COc1ccc(OC)c(C(=O)CSc2nnc(-c3ccc(OC)c(OC)c3)o2)c1
 : 11%, -0.44, -0.14, 0.027, 0.38, 0.19, 1223, nt, nt, 2.4, 3.1, 14, 1, nt, nt, 10, 688, nt, nt
> Cc1c(NC(=S)NC(=O)c2ccc(Br)o2)c(=O)n(-c2ccccc2)n1C
 : -1%, -0.44, -0.3, -0.029, 0.77, -0.07, 1598, -3.3, 1073, 2.3, 2.1, 4.6, 1.1, i, 0.4, -10, 632, i, 53
> c1ccc(CCc2nn3c(Cc4ccccc4)nnc3s2)cc1
 : 38%, -0.45, -0.14, -0.86, -0.037, 0.89, 1397, nt, nt, 2.6, 2.2, 3.6, 1, i, 2.0, -10, 709, i, 50
> O=C(c1ccccc1C(F)(F)F)N1CCN(S(=O)(=O)c2ccccc2)CC1
 : -3%, 0.36, -0.17, 0.63, -1.2, 1.1, 1265, -0.4, 826, 3.3, 2.7, 6.4, 1.1, i, 0.7, nt, nt, i, 58
> CCCOC(=O)CSc1nnc(-c2ccccc2Cl)o1
 : -2%, -0.64, -0.22, -0.17, 0.81, nt, nt, -2.6, 859, 1.3, 1.2, 7.9, 1.1, i, 0.8, nt, nt, i, 6
> Cc1ccccc1NC(=O)Cn1c([N+](=O)[O-])cnc1C
 : 11%, -0.16, 0.94, 0.13, 0.089, 1.1, 1382, nt, nt, 4.1, 3.0, 7.6, 1.1, i, 0.5, -4, 650, i, 10
> CN1/C(=C\C(=O)Nc2ccc(Br)cc2)C(C)(C)c2ccccc21
 : 11%, -0.35, -0.31, -0.46, 0.6, nt, nt, -2.3, 938, 2.1, 2.2, 11, 1.1, i, 0.4, -23, 536, i, 38
> O=C(NCCc1c[nH]c2ccccc12)C(=O)NCC1CCCO1 (stereo not drawn)
 : 0%, -0.069, -0.37, -0.36, 0.71, 0.08, 1488, -0.1, 1535, 3.7, 1.6, 2.4, 1.1, i, 0.1, 15, 682, i, 52
> Cc1onc(-c2c(F)cccc2Cl)c1C(=O)Nc1cccc(S(=O)(=O)NCc2ccco2)c1
 : -4%, 0.015, -0.22, 0.22, -0.28, -0.49, 1182, 1.1, 1081, 2.4, 2.0, 3.4, 1, i, 1.4, -8, 738, i, 37

Taken from above.
c1ccc(CCc2nn3c(Cc4ccccc4)nnc3s2)cc1 | Hep lipid drop: -10
Cn1ncc([N+](=O)[O-])c1C(=O)N/N=C/c1c[nH]c2ccccc12 | Ins promoter up cell count: 1361
